High-throughput results: PubChem, The Scripps Research Institute Molecular Screening Center
Tn7 DDE FP = DD(E)-Tn7 binding inhibition, primary FP screen; inhibition, % at 8.3 µM; 370,000 compounds, 0.13% hits; FP displacement of FITC-Tn7 peptide from fibrin DD(E); 0% = median of compound wells per plate; AID 720508; P02675;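 active = inhibition above the mean of compounds falling within the control limits plus 3 SD of them, cut at about 14% in these data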;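 note: 0% = plate median of compound wells and 100% = 10 µM Aha-Tn7 peptide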
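Assay system: human fibrin DD(E). Input: DD(E) 2 µM final. Medium: Tris buffer with calcium and detergent, pH 7.8. Compound dosing: single point at 8.3 µM. Timing: 10 min plus 3 h, room temperature. Technique: fluorescence polarization of the labelled Tn7 tracer. Read-out: percent inhibition. Replicates: singlicate testing.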
ADAM17 inh = inhibits human ADAM17 | P78536 | recombinant ADAM17, EDANS/DABCYL FRET peptide cleavage | inhibition, % at 6.95 µM | 370,000 compounds, 0.83% hits | AID 720648;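 active = inhibition above the mean of compounds lying between control limits plus 3 SD, set per campaign, cut at about 8.5% in these data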;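 note: 0% = DMSO-only wells as the low control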
PLC-beta3 inh = blocks human PLC-beta3 enzyme activity; Q01970; Purified PLC-beta3, fluorogenic substrate, fluorescence; inhibition, % at 12.2 µM; 370,000 compounds, 0.18% hits; in the data active = inhibition above about 11%;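 note: 0% = median of compound wells on plate and 100% = full blocker control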
Target sequence (Q01970 whole entry, looked up): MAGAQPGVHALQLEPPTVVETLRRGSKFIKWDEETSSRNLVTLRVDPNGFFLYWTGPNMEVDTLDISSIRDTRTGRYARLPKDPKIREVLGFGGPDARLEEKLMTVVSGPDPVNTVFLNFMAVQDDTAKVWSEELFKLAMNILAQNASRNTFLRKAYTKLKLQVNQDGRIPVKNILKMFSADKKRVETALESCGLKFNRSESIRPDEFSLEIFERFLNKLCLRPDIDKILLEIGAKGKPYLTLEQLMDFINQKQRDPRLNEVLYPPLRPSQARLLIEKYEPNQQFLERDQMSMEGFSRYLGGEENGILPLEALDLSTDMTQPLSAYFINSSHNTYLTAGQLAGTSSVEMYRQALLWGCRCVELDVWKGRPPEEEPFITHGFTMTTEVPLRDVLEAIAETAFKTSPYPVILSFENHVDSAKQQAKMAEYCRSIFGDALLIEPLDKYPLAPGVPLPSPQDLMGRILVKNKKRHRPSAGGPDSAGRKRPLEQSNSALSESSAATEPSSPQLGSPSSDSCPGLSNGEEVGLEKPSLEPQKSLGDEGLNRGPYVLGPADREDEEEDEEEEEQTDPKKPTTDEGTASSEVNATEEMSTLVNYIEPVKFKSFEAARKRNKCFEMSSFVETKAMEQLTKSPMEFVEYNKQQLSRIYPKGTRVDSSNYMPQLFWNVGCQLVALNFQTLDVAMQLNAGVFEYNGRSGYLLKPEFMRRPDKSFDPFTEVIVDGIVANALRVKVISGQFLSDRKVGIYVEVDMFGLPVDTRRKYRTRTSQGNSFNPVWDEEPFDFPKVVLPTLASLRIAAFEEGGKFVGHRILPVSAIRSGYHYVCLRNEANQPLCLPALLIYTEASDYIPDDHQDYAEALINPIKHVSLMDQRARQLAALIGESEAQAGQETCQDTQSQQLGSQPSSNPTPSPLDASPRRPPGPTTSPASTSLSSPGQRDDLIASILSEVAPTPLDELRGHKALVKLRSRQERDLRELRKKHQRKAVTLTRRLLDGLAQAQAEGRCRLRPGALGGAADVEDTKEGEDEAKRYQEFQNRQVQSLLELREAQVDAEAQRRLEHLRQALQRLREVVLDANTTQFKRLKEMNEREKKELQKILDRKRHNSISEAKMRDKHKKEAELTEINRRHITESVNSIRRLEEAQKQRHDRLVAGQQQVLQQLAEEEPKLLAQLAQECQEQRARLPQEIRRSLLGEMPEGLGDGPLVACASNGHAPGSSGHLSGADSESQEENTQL
ADAM10 inh = inhibits human ADAM10; 370,000 compounds, 0.62% hits; inhibition, % at 7 µM; recombinant ADAM10, EDANS/DABCYL FRET peptide cleavage, 3 h;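 active = inhibition above a per-campaign cutoff equal to the mean of compounds falling between control-based bounds plus 3 SD, cut at about 20% in these data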;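 note: 0% = DMSO wells while the 100% control is not disclosed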
DDE Tn6 FP inh = inhibitors of Tn6 peptide binding to human fibrin DD(E); P02675; 370,000 compounds, 0.21% hits; inhibition, % at 8.3 µM; Fibrin DD(E) TRITC-Tn6 fluorescence polarization displacement;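 active = inhibition above a per-campaign cutoff: mean of compounds within control limits plus 3 SD, cut at about 15% in these data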;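 note: 0% = median of all compound wells on the plate and 100% = blocking peptide control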
TDP2 absorb = blocks human TDP2 phosphodiesterase activity; recombinant TDP2, T5PNP hydrolysis, p-nitrophenol absorbance 415 nm; inhibition, % at 12.8 µM; 370,000 compounds, 0.34% hits; AID 720702;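 active = inhibition above the mean of all tested compounds plus 3 SD, set per campaign, cut at about 25% in these data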;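 note: 0% = DMSO with enzyme and 100% = buffer with substrate but no TDP2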
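System – recombinant human TDP2 · Quantity – TDP2 enzyme at 120 nM final · Doses – single concentration, 12.8 µM nominal, with 1% DMSO · Incubation – 2 h at 37 °C · Measured by – epi absorbance of p-nitrophenol freed from T5PNP by hydrolysis · Read-out – % inhibition relative to enzyme-containing and enzyme-free wells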
SIAE inh = inhibitors of human sialic acid acetylesterase SIAE | AID 1053197 | 370,000 compounds, 0.69% hits | Q9HAT2 | inhibition, % at 9.66 µM | SIAE FP-Rh probe binding, fluorescence polarization;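 active = inhibition above a cutoff: mean of compounds within the control limits plus 3 SD of those, cut at about 17% in these data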;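 note: 0% = plate median of compound wells and 100% = probe without SIAE protein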
PLCg1 inh = blocks human PLC-gamma1 enzyme activity; P19174; purified PLC-gamma1, fluorogenic substrate, fluorescence; inhibition, % at 12.2 µM; 370,000 compounds, 0.84% hits; AID 720700; in the data active = inhibition above about 9.5%
ASAP1 GAP inh = inhibitors of human ASAP1 ArfGAP activity; 360,000 compounds, 0.19% hits; inhibition, % at 16.5 µM; ASAP1-stimulated ARF1 GTP hydrolysis, GDP FP detection; AID 624377; Q9ULH1; in the data active = inhibition above about 25%;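 note: 0% = vehicle with enzyme and substrate and 100% = no enzyme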
ARFGAP1 inh = inhibitors of rat ARFGAP1; 360,000 compounds, 0.26% hits; inhibition, % at 16.5 µM; AID 651572; Q62848; Arfgap1-stimulated ARF1 GTP hydrolysis, GDP FP detection;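 active = inhibition above a per-plate limit, mean inhibition of low control wells plus 3 SD, cut at about 25% in these data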;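 note: 0% = DMSO wells with enzyme and 100% = wells lacking Arfgap1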
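System: truncated rat Arfgap1 GAP domain / Benchmarks: high control wells lacking Arfgap1, low control full reaction with DMSO / Times: compound-enzyme preincubation 20 min, reaction 120 min, detection 60 min, 25 °C / Repeats: one replicate per compound / Also added: human ARF1(Δ1-17)-GTP substrate / Measured by: Tracer-displacement fluorescence polarization with EDTA stop, 620/688 nm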
Numbers without * were called inactive; i = inactive; . = no result given.

ADAM17 inh	Tn7 DDE FP	PLCg1 inh	ADAM10 inh	PLC-beta3 inh	ARFGAP1 inh	DDE Tn6 FP inh	TDP2 absorb	ASAP1 GAP inh	SIAE inh	SMILES
1	-1	8	-7	0	8	3	-2	-10	-3	O=C(c1cccc(S(=O)(=O)Nc2cccc(C(F)(F)F)c2)c1)N1CCCCC1
-2	0	-2	-5	-3	-15	5	-1	-6	0	CCOC(=O)c1sc(NS(=O)(=O)c2cc(C)ccc2C)nc1C
-7	-2	2	1	-6	3	3	-8	12	1	COc1ccc(CCNC(=O)CS(=O)Cc2nc(-c3ccccc3Cl)oc2C)cc1OC (stereo not drawn)
-11	1	-4	4	-10	1	-4	-3	-1	-8	O=C(NCc1ccc2c(c1)OCO2)c1ccc(Br)o1
-2	2	2	6	-5	10	-7	9	4	3	COc1ccc(CC(=O)NNC(=O)c2nn(Cc3ccccc3)c(=O)c3ccccc23)cc1OC
-21	-8	-9	-98	-10	-1	-9	3	-5	-6	CNc1nc(Oc2ccc3sc(C)nc3c2)c2sccc2n1
-1	1	-1	-1	1	.	2	2	.	-1	CC(C)(C)c1ccc(S(=O)(=O)NCC(=O)N2CCN(c3ncccn3)CC2)cc1
-8	7	-1	83*	1	-9	4	7	-4	7	C[C@H]1CCC[C@@]2(O[C@@H](CCO)C[C@H](O)[C@H]2O)O1
-2	-8	1	-7	0	10	2	-4	8	-1	Cc1cc(F)cc(-c2cc(C(=O)NCc3ccccc3)[nH]n2)c1
-4	3	8	2	6	7	-1	3	10	1	Cn1c(N)c(C(=O)CCl)c(=O)n(Cc2ccccc2)c1=O
8	-6	7	8	4	11	0	-4	19	-8	COc1cccc(NC(=O)Nc2cc(C)ccc2F)c1
-1	-10	-3	-1	-4	8	2	-9	6	-9	O=C(Nc1ccccc1)NC1CCCCCCC1
1	-6	-1	8	-4	-17	-2	-5	8	-6	CSc1ccccc1C(=O)N(C)C(c1ccccc1)c1ccccc1
0	1	1	-7	-3	6	-5	4	-6	0	O=C1c2ccccc2C(=O)N1N(c1ccccc1)c1ccccc1
-2	2	-3	1	-8	3	-6	2	-5	7	Cc1ccc(/C=C/C(=O)c2ccc([N+](=O)[O-])o2)cc1
-1	-3	-2	5	-2	6	9	-5	-8	0	CC(C)C(=O)N1CCN(c2ccc(NC(=O)c3ccco3)cc2Cl)CC1

Reprinted from the part before: four entries; new compounds follow.
ADAM17 inh	Tn7 DDE FP	PLCg1 inh	ADAM10 inh	PLC-beta3 inh	ARFGAP1 inh	DDE Tn6 FP inh	TDP2 absorb	ASAP1 GAP inh	SIAE inh	SMILES
1	-6	-1	8	-4	-17	-2	-5	8	-6	CSc1ccccc1C(=O)N(C)C(c1ccccc1)c1ccccc1
0	1	1	-7	-3	6	-5	4	-6	0	O=C1c2ccccc2C(=O)N1N(c1ccccc1)c1ccccc1
-2	2	-3	1	-8	3	-6	2	-5	7	Cc1ccc(/C=C/C(=O)c2ccc([N+](=O)[O-])o2)cc1
-1	-3	-2	5	-2	6	9	-5	-8	0	CC(C)C(=O)N1CCN(c2ccc(NC(=O)c3ccco3)cc2Cl)CC1
1	4	-6	-3	-12	-9	3	16	-1	8	Cc1cccc(CCNCc2c(C(=O)O)c(C)n(-c3ccccc3)c2C)c1
-1	-8	-1	-1	-2	7	-5	4	5	-3	COc1ccc(-n2c(=O)[nH]cc(C(=O)Nc3ccc4c(c3)OCCO4)c2=O)cc1
0	-5	-4	1	-5	13	-1	-3	7	-4	COc1ccc(-n2c(C)cc(C(=O)COC(=O)c3cc(OC)c(OC)cc3NC(=O)c3cccs3)c2C)cc1
-3	5	0	4	1	1	5	2	8	3	CCOC(=O)NC(=O)/C(C#N)=N/Nc1ccc(F)cc1
2	-1	-4	-8	-2	-1	0	-4	-2	2	COc1ccc(-n2c(-c3ccco3)n[nH]c2=S)cc1
-7	2	-3	-5	-7	-5	-3	3	-6	1	Cc1ccc(C(=O)NCC(=O)NCC(c2cccs2)N(C)C)cc1C (stereo not drawn)
4	-5	8	0	8	0	2	-20	-12	6	Cc1c(NC(=S)NC(=O)c2ccc(Cl)cc2)c(=O)n(-c2ccccc2)n1C
-4	3	2	-4	2	11	1	6	-3	3	CCn1c(SCC(=O)N2CCOCC2)nc2ccccc21
-7	3	-7	-18	-11	8	1	3	11	4	CC(=O)NCCC(=O)N1CCc2c([nH]c3ccccc23)C1c1cccc(C)c1 (stereo not drawn)
3	-3	3	8	0	8	0	-12	3	-1	COc1ccccc1-c1cnc(C(O)c2ccc(Cl)c(F)c2)[nH]1 (stereo not drawn)
-41	6	i	-149	i	-2	3	2	-11	4	COc1ccc(-c2cc(C(F)(F)F)nc(SCC(=O)NCCN3CCOCC3)n2)cc1OC
-1	0	0	0	-5	5	9	1	-8	-8	Fc1ccc(OCc2nn[nH]n2)c(F)c1
0	-1	0	3	-3	10	3	-2	3	1	CCOC(=O)c1cccc(NC(=O)Nc2ccc(OCC)cc2)c1
-86	0	-258	-230	-311	10	-3	-9	9	0	COc1ccc2nc(NCCNC(=S)NCCCN3CCOCC3)c(C#N)cc2c1
-6	5	-1	-1	-10	2	3	-3	-2	4	O=C(CCNC(=O)c1ccccc1Cl)Nc1cc(S(=O)(=O)N2CCOCC2)ccc1N1CCCC1
-7	-1	-1	-22	-8	11	-4	-10	6	-6	Cc1ccccc1-n1c(=S)[nH]c2nc3c(cc2c1=O)COC(C)(C)C3
1	-2	3	-4	-5	8	5	-1	4	2	Cc1onc(-c2c(Cl)cccc2Cl)c1COC(=O)c1ccc(Cl)cc1[N+](=O)[O-]
1	-3	7	-7	2	-9	1	-8	-8	1	Cc1nn(Cc2ccc(Cl)cc2Cl)c(C)c1NC(=O)c1nn(C)cc1Cl
0	-7	3	9	0	2	-11	-2	3	-4	CCCC(=O)Nc1nc2nc(C)cc(=O)n2[nH]1
1	-1	2	9	0	-2	1	3	-17	-1	CC(C)N(N=Nc1ccc([N+](=O)[O-])cc1)C(C)C
-1	-2	7	-5	-1	0	-2	6	7	0	C=CCn1c(SCC(=O)N2CCN(c3ccccc3)CC2)nnc1-c1ccco1
5	0	4	-5	5	2	4	-5	2	-1	COCCn1cnnc1SCC(=O)Nc1cc(C)on1
0	6	6	13	-6	4	-6	-8	-2	-5	Cc1cc(C)c(S(=O)(=O)NCCc2cc3ccc(C)c(C)c3[nH]c2=O)c(C)c1
7	-6	3	18	2	.	-4	-13	.	3	Cc1ccc(-n2c(SCC(=O)N/N=C/C=C\c3ccccc3[N+](=O)[O-])nnc2-c2ccccc2)cc1
-29	3	-24	-98	-43	3	9	4	4	16	N=c1c(C(=O)NCc2ccc3c(c2)OCO3)cc2c(=O)n3ccccc3nc2n1CC1CCCO1 (stereo not drawn)
3	2	4	4	-5	1	-6	10	-6	5	O=[N+]([O-])c1ccc(-c2nn(-c3ccccc3)cc2/C=N/n2c(-c3ccncc3)n[nH]c2=S)cc1
-1	3	-3	-1	-1	3	-10	-2	-26	4	COC(=O)c1nnn(-c2nonc2N)c1CSc1nc2ccccc2o1
-1	4	-1	-4	3	2	0	0	3	2	O=C(NNC1=NS(=O)(=O)c2ccccc21)c1ccccc1Cl
-6	5	3	-2	1	-1	2	-2	-7	5	COc1ccccc1NC(=O)N1CCN(c2ncccn2)CC1
-7	-3	-1	-4	-7	2	5	-9	-5	3	Cc1ccc(OCCNC(=O)c2ccccc2SCC(=O)N2CCCC2)cc1
1	1	-2	5	-6	11	-4	5	-10	0	O=C(O)COCC(=O)Nc1ccc2c(c1)ncn2CCc1ccccc1
0	-2	4	-6	-4	-4	3	2	-3	-11	Cc1ccc(S(C)(=O)=NC(=O)NC(=O)c2c(F)cccc2Cl)cc1 (stereo not drawn)
-1	-7	-3	2	-9	8	-5	0	-1	-3	Cc1ccc(S(=O)(=O)NCCC(=O)NCCSc2ccc(Br)cc2)cc1
1	3	-1	-3	-2	-8	-1	-2	16	-8	CCOC(=O)c1nnc(-c2ccccc2)nc1Sc1ccccc1Cl
-114	3	-83	-435	-117	-3	-2	9	-1	-2	O=C(O)c1cn(-c2ccc(F)cc2)c2cc(N3CCNCC3)c(F)cc2c1=O
1	4	5	-9	-8	-6	-1	0	2	4	O=C(CSc1ccccc1F)Nc1ccc(N2CCOCC2)cc1
-7	-2	0	-4	-9	5	-7	13	3	4	O=C(Nc1ccon1)c1ccc(Br)s1
-4	-3	-2	-10	-6	-9	4	11	2	-5	O=C(Nc1ccc(C(F)(F)F)cc1)N1CCN(C(=O)c2ccco2)CC1
0	0	6	1	1	3	2	1	3	-1	Cc1ccc(C(=O)N(Cc2nnc(-c3ccccc3Cl)o2)C2CC2)o1
-3	2	-1	-6	3	-1	-2	2	6	0	S=C1NC[C@H](Cc2ccccc2)N1CC1CCN(CCCC2CCCC2)CC1
5	-1	1	9	-2	7	1	-20	7	-3	Cc1ccc2cc(C)c(SCC(=O)NCc3ccco3)nc2c1
-2	8	9	4	-2	7	-2	10	18	1	C=CCNC(=O)COC(=O)c1cc(S(=O)(=O)N2CCOCC2)ccc1N1CCCCC1
0	-10	0	-6	6	2	-8	9	8	-2	COc1ccc(NC(=O)C2CCCCN2S(=O)(=O)c2ccc(F)cc2)cc1 (stereo not drawn)
-3	0	0	-7	-3	-5	-6	1	18	-3	CC(=O)c1c(C)nn(CC(=O)NC2CCCN(Cc3ccc(CC(C)C)cc3)C2)c1C (stereo not drawn)
-4	-1	1	-11	-6	5	8	-5	-5	-6	COc1ccc(C2c3ccc4ccccc4c3Oc3ncn(CCN(C)C)c(=N)c32)cc1 (stereo not drawn)
-4	3	1	-16	-7	-3	4	9	-11	-2	COc1ccccc1-c1nnc(NC(=O)CCS(=O)(=O)c2ccc(F)cc2)o1
1	5	-2	-1	0	-9	11	-3	7	2	COCCNc1ncnc2c1ncn2[C@H]1CN(CCc2ccccc2)C[C@@H](CO)O1
0	-7	4	4	0	-2	5	0	-8	6	NS(=O)(=O)c1ccc(N=Nc2c(-c3ccccc3)[nH]n(-c3nc(-c4ccccc4)cs3)c2=O)cc1
-4	2	-6	-12	-5	3	4	3	0	3	Cc1ccc(-c2ccccc2[C@@H]2C[C@H]3CN(C)C(=O)[C@]34CCCN24)o1
-2	2	-7	4	-13	0	3	-6	12	-8	O=C(O)c1cccc(Nc2ccc([N+](=O)[O-])c3nonc23)c1
